CHO-K1 Ca antag – nonselective inhibitor or artifact in parental CHO-K1 cells; actives 0.6% (n = 360,000); ATP-induced calcium, Fluo-8 fluorescence; inhibition, % at 3 µM;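 active = inhibition above a per-plate cutoff, the plate's mean sample inhibition plus 3 SD, cut at about 24% in these data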;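 also: 0% = DMSO plus EC80 ATP and 100% = DMSO alone without ATP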
TAAR1 antag – human TAAR1 antagonists, primary screen, Fluo-8 calcium fluorescence, CHO RD-HGA16 cells | antagonist | actives 1.5% (n = 360,000) | Trace amine-associated receptor 1 (Homo sapiens), Q96RJ0 | inhibition, % at 3 µM;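 active = inhibition above a per-plate cutoff, the mean inhibition of test compounds on that plate plus 3 SD, cut at about 49% in these data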;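 also: 0% = DMSO plus EC80 beta-PEA response and 100% = DMSO alone without agonist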
Target sequence (Q96RJ0 whole entry, looked up): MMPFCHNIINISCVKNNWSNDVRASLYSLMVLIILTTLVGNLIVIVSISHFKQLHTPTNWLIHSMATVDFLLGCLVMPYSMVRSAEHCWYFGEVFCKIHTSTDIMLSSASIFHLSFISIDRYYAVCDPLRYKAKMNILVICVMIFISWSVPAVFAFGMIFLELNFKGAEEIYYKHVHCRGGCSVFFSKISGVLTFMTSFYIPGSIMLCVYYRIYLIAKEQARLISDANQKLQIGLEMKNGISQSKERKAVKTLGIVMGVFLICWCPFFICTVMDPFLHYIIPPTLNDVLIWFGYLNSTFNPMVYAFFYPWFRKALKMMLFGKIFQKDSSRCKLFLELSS
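Test system – hTAAR1-expressing CHO RD-HGA16 cells, Gα16-coupled · Reagent – β-PEA at EC80 concentration, post-compound challenge · Compound dosing – 3 µM, single point · Timing – 140 s kinetic read after compound, 140 s after agonist · Detection – Fluo-8 intracellular calcium dye fluorescence, real-time kinetic reads · Control set – DMSO and EC80 PEA controls · Repeats – n of 1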
CHO parental Ca – ATP-evoked calcium signal inhibitors, parental CHO, primary screen, counter-screen for OX1R antagonist project, cell-based, fluorescence, Fluo-8 calcium dye. AID 463079, 2010. parental CHO-K1, ATP-induced calcium, Fluo-8 fluorescence. inhibition, % at 5.6 µM. actives 0.63% (n = 330,000);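 active = inhibition above that plate's mean sample inhibition plus 3 SD, cut at about 26% in these data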;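 also: 0% = ATP-challenged DMSO wells and 100% = DMSO wells without ATP; some compounds past the cut are filed as inactive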
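material = parental CHO cells | also added = ATP as calcium-mobilizing challenge | dosing = single point at 5.6 µM | detection = intracellular calcium via Fluo-8 no-wash fluorescent dye | read-out = % inhibition | benchmarks = low control ATP plus DMSO, high control DMSO only | repeats = one well per compound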
M1 ag – human M1 muscarinic receptor agonists, primary screen, Fluo-8 calcium fluorescence, CHO-K1 cells, HTS; Muscarinic acetylcholine receptor M1 (Homo sapiens), P11229; CHO-K1 hM1, agonist mode; 0% DMSO, 100% acetylcholine EC100; activation, % at 3 µM; actives 0.33% (n = 360,000);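 active = activation above the run's mean compound activation plus 3 SD, cut at about 16% in these data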;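 also: peak over basal fluorescence ratio within a 140 s kinetic read after compound addition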
CHO-K1 Ca ag – counter-screen for M1 agonists: effect in parental CHO-K1 cells; AID 602248, 2012; actives 0.48% (n = 360,000); activation, % at 3 µM; Fluo-8 calcium fluorescence; scaled to maximal ATP response, vehicle zero; in the data active = activation above about 15%;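 also: untransfected CHO-K1 host cells lacking M1 receptor as counterscreen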
M1 PAM parental – nonselective calcium activators in parental CHO-K1 cells, primary screen, counter-screen for M1 PAM project, cell-based, Fluo-8 calcium fluorescence, full deck, 1536-well | ATP EC20; 0% at ATP EC20, 100% at ATP max | activation, % at 3 µM | actives 0.02% (n = 360,000);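 active = activation above the run cutoff, the mean activation of all test compounds plus 3 SD, cut at about 40% in these data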;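 also: peak over basal fluorescence ratio in a 140 s read after ATP addition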
M1 antag – human M1 muscarinic receptor antagonists, primary screen, CHO-K1 cells, Fluo-8 calcium fluorescence, 1536-well. inhibition, % at 3 µM. CHO-K1 hM1, ACh EC80 antagonist. actives 1.3% (n = 360,000). AID 588852, 2011;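 active = percent inhibition above its own plate's cutoff, namely the mean of that plate's compound wells plus 3 SD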;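 also: peak over basal fluorescence ratio during 140 s after agonist addition; 0% = ACh EC80 plus DMSO and 100% = DMSO alone without agonist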
TAAR1 ag – human TAAR1 agonists, primary screen, Fluo-8 calcium fluorescence, CHO RD-HGA16 cells; vehicle wells 0%, saturating PEA agonist 100%; activation, % at 3 µM; actives 0.99% (n = 360,000);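 active = activation above the mean activation of all test compounds in the run plus 3 SD, cut at about 38% in these data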
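Test system: RD-HGA16 (CHO) cells co-expressing Gα16 and hTAAR1 | Doses: Single dose, 3 µM | Schedule: 17-24 h seeding, 75 min 37 °C dye, 30 min RT | Evaluation: % activation from peak over basal fluorescence ratio, DMSO-to-PEA scaled | Technique: Kinetic Fluo-8 calcium fluorescence | Benchmarks: Low control DMSO, high control PEA (EC100)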
OXTR potentiator – human OXTR potentiators, primary screen, fluorescence, CHO-OTR cells, Fluo-8 calcium; Oxytocin receptor (Homo sapiens), P30559; Fluo-8 calcium fluorescence, potentiator mode; 0% = oxytocin EC15, 100% = EC100; activation, % at 3 µM; actives 0.061% (n = 320,000);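 active = activation above that plate's cutoff, the mean activation of tested compounds plus 3 SD, cut at about 6.6% in these data, passing the limit was not always enough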;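 also: 100% uses oxytocin at 75 nM as the full agonist control; some results filed as inactive read as strong as hits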
Target sequence (P30559 whole entry, looked up): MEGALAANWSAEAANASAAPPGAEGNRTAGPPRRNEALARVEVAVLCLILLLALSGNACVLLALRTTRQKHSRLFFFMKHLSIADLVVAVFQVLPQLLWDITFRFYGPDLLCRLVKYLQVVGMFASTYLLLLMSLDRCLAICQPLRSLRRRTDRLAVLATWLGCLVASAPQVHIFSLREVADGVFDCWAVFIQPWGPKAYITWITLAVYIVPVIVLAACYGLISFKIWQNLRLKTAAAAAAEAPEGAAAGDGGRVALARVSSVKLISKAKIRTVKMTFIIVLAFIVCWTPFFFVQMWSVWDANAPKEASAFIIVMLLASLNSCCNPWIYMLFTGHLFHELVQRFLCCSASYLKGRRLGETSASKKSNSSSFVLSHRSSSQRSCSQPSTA
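System: human OTR in CHO cells; Also added: sub-maximal oxytocin, roughly EC15; Timing: compound 6 min at room temperature before oxytocin, 100 s read; Technique: Fluo-8 intracellular calcium fluorescence, ex 470-495, em 515-575 nm; Controls: oxytocin EC15 low and EC100 high; Replication: singlicate.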
* = called active by the depositor; / = not tested or not shown. The order is random. About 4.2% of those tested had a hit in this group.

SMILES	CHO-K1 Ca antag	TAAR1 antag	CHO parental Ca	M1 ag	CHO-K1 Ca ag	M1 PAM parental	M1 antag	TAAR1 ag	OXTR potentiator
CCC1CCC(c2nnc(-c3ccc(Br)cc3)o2)CC1 (stereo not given)	-8	-11	-8	-6	0.0	24	-8	3	5
COc1ccccc1CN(CC(=O)NCc1ccc2c(c1)OCO2)C(=O)c1csnn1	-11	16	-16	-3	5.1	3	-9	9	-8
Cc1cc(C)cc(NC(=O)COC(=O)CN=C2NS(=O)(=O)c3ccccc32)c1	-14	9	-5	-1	0.4	9	-7	3	-1
COc1ccc(C(CNC(=O)c2cccc(S(=O)(=O)Nc3cccc(C)c3)c2)N2CCOCC2)cc1 (stereo not given)	-12	-16	-11	-6	0.9	-6	-4	3	-9
Cc1cccc(CN2CCN(CC(=O)NCc3cccs3)C2=O)c1	-14	6	-12	-3	-0.1	4	9	-1	-9
O=C(O)c1ccc2noc(-c3ccccc3)c2c1	-2	-5	-14	1	1.9	12	-23	12	-7
CC(C)CC(=O)N1CCN(S(=O)(=O)c2ccc3ccccc3c2)CC1	-4	-13	-19	-2	2.4	7	-14	14	-7
COc1ccc(-c2nc(NC(=O)Cn3cnnn3)sc2C)cc1	-8	0	-4	-1	1.1	-1	-6	3	-4
O=C1CCC(C(=O)Nc2ccc(Cl)cc2)N1 (stereo not given)	1	5	-8	0	0.8	11	-19	7	9
O=C(COC(=O)c1ccccc1)NCCCCc1ccccc1	9	-21	/	-4	0.1	-7	2	1	/
COc1ccc(C(CNC(=O)c2cc(S(=O)(=O)N3CCN(c4ccccc4)CC3)ccc2Cl)N(C)C)cc1 (stereo not given)	-3	15	-12	-1	8.8	5	2	12	-14
O=C(Nc1ccccc1OC(=O)c1ccccc1)c1ccccc1	-10	16	/	1	0.6	20	-8	-1	/

Next section (3 carried over from the part before).
SMILES	CHO-K1 Ca antag	TAAR1 antag	CHO parental Ca	M1 ag	CHO-K1 Ca ag	M1 PAM parental	M1 antag	TAAR1 ag	OXTR potentiator
O=C(COC(=O)c1ccccc1)NCCCCc1ccccc1	9	-21	/	-4	0.1	-7	2	1	/
COc1ccc(C(CNC(=O)c2cc(S(=O)(=O)N3CCN(c4ccccc4)CC3)ccc2Cl)N(C)C)cc1 (stereo not given)	-3	15	-12	-1	8.8	5	2	12	-14
O=C(Nc1ccccc1OC(=O)c1ccccc1)c1ccccc1	-10	16	/	1	0.6	20	-8	-1	/
O=C(O)CC(Sc1n[nH]c(=S)s1)C(=O)O (stereo not given)	-14	-29	1	-1	1.5	19	-15	0	-7
Cc1cc(C)cc(NCc2cc(=O)oc3cc(C)c(O)cc23)c1	-4	43	16	-4	7.9	-7	15	2	-24
COc1ccc(NC(=O)c2cccc3ccccc23)cc1OC	-23	-19	/	-3	1.1	12	-11	1	/
COc1ccc(-c2nc(N3CCCC3)[nH]c(=O)c2C#N)cc1	-4	-6	-15	-2	0.0	1	-13	21	-15
CCN(CC)CCN(C(=O)c1ccc(C(=O)c2ccccc2)cc1)c1nc2ccc(OC)cc2s1	0	-20	-2	-5	0.2	0	1	3	-2
COc1ccc2nc(NC(=O)CN(c3ccc(C)cc3)S(=O)(=O)c3c(C)nn(C)c3C)sc2c1	-2	25	11	-6	1.5	21	-9	6	-7
CC(=O)NC(NC(C)=O)c1ccc(N(C)C)cc1	-5	9	2	-4	0.5	14	2	0	-1
CCc1ccccc1NC(=S)N(Cc1cccc(C)c1)c1cccnc1	-8	-18	2	-7	1.0	7	0	3	-2
c1ccc(CNc2nc(N3CCN(Cc4ccccc4)CC3)nc3ccccc23)cc1	4	-11	-19	-5	3.9	10	-9	14	-10
O=C(CSc1n[nH]c(-c2cccs2)n1)NC1CCS(=O)(=O)C1 (stereo not given)	-1	-18	-2	-1	0.4	-3	-4	1	-5
COc1ccc(CC(N)c2csc(Nc3cc(NCCCO)ncn3)n2)cc1 (stereo not given)	-11	4	/	-6	0.4	13	-13	1	/
NS(=O)(=O)c1ccc(CCNC2CC(=O)N(CCc3ccccc3)C2=O)cc1 (stereo not given)	-9	13	-1	0	0.5	9	-21	12	-15
O=C(COc1ccc(Cl)cc1)NCc1nnc(SCC(=O)Nc2ccc(F)cc2F)o1	-10	-4	-19	-9	2.0	10	-4	1	2
Cc1cc(C(C)(C)C)cc(C)c1Cn1c2[n+](c3ccc(C(F)(F)F)cc31)CCCCC2	-17	-27	-6	-7	0.4	4	14	3	-15
O=C(c1ccccc1)c1ccc2c(c1)OCCOCCOCCOCCO2	-5	-15	-12	-2	5.0	-12	17	0	-9
CN(C)S(=O)(=O)c1cccc(NC(=S)NCc2ccc3c(c2)OCO3)c1	-1	25	-4	-1	4.2	-12	4	13	-23
Brc1ccccc1OCCCOc1cccc2cccnc12	-7	-6	-16	0	1.2	-11	-14	5	-3
COCCNC(=O)C1CCCN(C(=O)Cc2ccc(F)cc2)CC1 (stereo not given)	-5	-18	/	-2	0.2	14	-10	0	/
CCCCn1c(N)c(N(CCOC)C(=O)COC(=O)COc2ccccc2C#N)c(=O)[nH]c1=O	5	-4	8	-2	0.5	-10	-7	1	-14
CCN(CC)S(=O)(=O)c1ccc(C(=O)NCCOC(=O)c2ccc(F)cc2F)cc1	-15	18	-17	-4	8.5	9	1	2	-6
CCCOc1ccc(N2C(=O)CC(N3CCC(C(=O)OCC)CC3)C2=O)cc1 (stereo not given)	-29	-7	-17	-1	0.2	22	-12	0	2
Nc1c(C(=O)OCC(=O)Nc2ccc(Cl)cc2[N+](=O)[O-])[nH]c(=O)[nH]c1=O	-5	-27	-11	-2	0.5	0	-5	-2	-5
COC(=O)c1ccc(-n2cnc(Cl)n2)c(F)c1	-17	4	-5	-4	1.4	28	-7	0	0
O=C(Nc1ccccc1Cc1ccccc1)C1CC(=O)N(c2ccc3c(c2)OCCO3)C1 (stereo not given)	-7	-14	-23	-2	-0.1	1	-6	6	-12

Part of the list above, as a markdown table:
| compound | CHO-K1 Ca antag | TAAR1 antag | CHO parental Ca | M1 ag | CHO-K1 Ca ag | M1 PAM parental | M1 antag | TAAR1 ag | OXTR potentiator |
| --- | --- | --- | --- | --- | --- | --- | --- | --- | --- |
| CN(C)S(=O)(=O)c1cccc(NC(=S)NCc2ccc3c(c2)OCO3)c1 | -1 | 25 | -4 | -1 | 4.2 | -12 | 4 | 13 | -23 |
| Brc1ccccc1OCCCOc1cccc2cccnc12 | -7 | -6 | -16 | 0 | 1.2 | -11 | -14 | 5 | -3 |

The list goes on.
SMILES	CHO-K1 Ca antag	TAAR1 antag	CHO parental Ca	M1 ag	CHO-K1 Ca ag	M1 PAM parental	M1 antag	TAAR1 ag	OXTR potentiator
COc1ccc(C2=Nn3c(C)nnc3SC2)cc1	-11	-10	31	-2	0.4	8	-11	1	-5
COc1ccc(/C=N/NC(=O)COc2ccc3ccccc3c2)c(C(=O)O)c1OC	-1	-10	-8	-3	-0.1	6	-2	1	-5
COC(=O)C1CCN(c2cc(=O)n(-c3ccccc3Cl)c(=O)[nH]2)CC1	-6	12	-8	-2	0.1	12	-1	6	-3
c1ccc(-c2sc3ccccc3c2-c2ccc(OCCN3CCCCC3)cc2)cc1	-12	3	-16	-3	0.6	12	-8	4	-3
O=C1CC(N(O)c2ccccc2)C(=O)N1c1ccc(Cl)c(Cl)c1 (stereo not given)	-7	-2	-3	12	2.5	-1	-7	3	-1
Cc1cc(OCc2cccc(Cl)c2)c(C)cc1CN1CCOCC1	-2	-25	-30	-3	0.4	-2	-5	2	0
COc1ccc(-c2cc(=O)c3cc(C)ccc3[nH]2)cc1	-9	9	5	-4	0.5	11	1	15	-1
O=C(CCc1nc2ccccc2s1)Nc1cccnc1	-15	-16	-6	0	3.8	11	0	3	-8
O=C(Nc1ccc(F)cc1F)c1ccc(-n2cccn2)c([N+](=O)[O-])c1	4	-5	-9	-4	0.8	4	-2	1	0
COc1cccc(OC)c1C(=O)NC(=O)NNc1cc(C(F)(F)F)cc(C)n1	-4	-41	-19	-1	0.0	11	-16	1	-10
NNc1cc(C(=O)O)ccc1Cl	-15	8	-2	-2	0.4	13	-11	0	-12
CCOc1cccc(CN2CCN(Cc3ccc(C)o3)C(CCO)C2)c1O (stereo not given)	-23	-19	-4	-5	1.3	21	-11	2	-9
C[C@]1(CC/C(=C/CO)CO)[C@H](C=O)CC[C@@]23COC(=O)C2=CCC[C@@H]31	12	-4	/	-2	-0.4	-15	-10	1	/
COc1ccc(NC(=O)CCCc2ccc(OC)c(C)c2)cc1	-2	-7	-6	1	4.0	6	-6	-3	-7
Cc1cccc2cc3c(NC(=O)c4ccccn4)nn(C)c3nc12	-2	-12	-15	0	0.8	6	-23	10	-5
Cc1cc(C(=O)Nc2ccncc2)c2ccccc2n1	-10	5	-3	0	1.0	20	-24	1	-6
OCc1ccc(-c2ccc3nccn3c2)cc1	7	-13	/	-5	3.0	3	-13	3	/
CCOc1cccc(-c2cnc3cccnn23)c1	12	-24	/	0	-0.3	-10	-13	0	/
O=C(COc1ccc2ccccc2c1)Nc1nccs1	14	22	-10	-1	0.7	-19	-3	5	5
O=C(/C=C/c1ccco1)Nc1nnc(-c2ccco2)s1	-8	4	-6	2	1.0	10	-10	11	-2
CC(=O)N1CCc2cc(S(=O)(=O)CCC(=O)Nc3ccccc3F)ccc21	-8	-16	-11	-2	0.8	4	-12	3	-9
NC(=O)c1cc(-c2ccccc2)sc1NC(=O)Cc1ccc(S(=O)(=O)N2CCOCC2)s1	-3	13	5	5	0.2	-4	-17	8	-10
Cn1nnnc1SC1CC(=O)N(c2ccccc2)C1=O (stereo not given)	-3	-17	-6	3	0.7	0	-6	2	-7
Cc1c(C(=O)N/N=C/c2cccs2)nc2ccccn12	-8	-5	-6	2	0.3	-7	-19	2	-4
COc1cccc(CN(C)CC(O)COc2cc(Cl)ccc2Cl)c1 (stereo not given)	-6	1	-19	-3	10	19	3	0	-6
S=c1[nH]nc(-c2cccnc2)n1C1CCCCC1	1	-17	-1	1	0.1	-7	-6	8	-3
Cc1ccc(CN(c2ccc(C(=O)NCc3ccc4c(c3)OCO4)cc2)S(C)(=O)=O)cc1	-9	-12	2	1	3.5	8	13	22	-7
CCN(CC(=O)Nc1c(F)cccc1F)C(=O)CCCN1C(=O)c2cccc3cccc(c23)C1=O	-10	-27	/	-2	0.7	26	-8	5	/
